Screens (PubChem)
LYPLA2 counter: LYPLA2 inhibitors, primary screen, counter-screen for PME1 inhibitor project, biochemical, fluorescence polarization, FP-Rh probe ABPP; Acyl-protein thioesterase 2 (Homo sapiens), O95372; recombinant LYPLA2; inhibition, % at 5.9 µM; actives 0.38% (n = 320,000); AID 2177, 2009;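 active means inhibition above the screen-wide mean plus 3 SD, limit set per campaign, cut at about 26% in these data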;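 further: 0% = LYPLA2 with DMSO and 100% = wells lacking LYPLA2 enzyme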
Target sequence (O95372 whole entry, looked up): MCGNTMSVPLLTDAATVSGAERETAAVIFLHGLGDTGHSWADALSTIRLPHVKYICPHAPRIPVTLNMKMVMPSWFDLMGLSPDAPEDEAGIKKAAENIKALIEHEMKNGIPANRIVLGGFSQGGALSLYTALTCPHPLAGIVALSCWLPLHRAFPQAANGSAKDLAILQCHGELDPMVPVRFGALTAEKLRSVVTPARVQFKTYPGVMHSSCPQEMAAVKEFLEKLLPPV
LYPLA1 inh: LYPLA1 inhibitors, primary screen, counter-screen for PME1 inhibitor project, biochemical, fluorescence polarization, FP-Rh probe ABPP; AID 2174, 2009; recombinant LYPLA1; actives 0.16% (n = 320,000); Acyl-protein thioesterase 1 (Homo sapiens), O75608; inhibition, % at 5.9 µM;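 active means inhibition above the mean of all tested compounds plus 3 SD, set per campaign, cut at about 14% in these data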;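 further: inhibitors block serine hydrolase probe labeling of LYPLA1 so polarization falls; 0% = enzyme with DMSO and 100% = wells lacking LYPLA1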
PREPL inhibitor: PREPL enzyme inhibitors, primary screen, biochemical, fluorescence polarization. Prolyl endopeptidase-like (Homo sapiens), Q4J6C6. recombinant PREPL, fluorescence polarization activity-based probe. inhibition, % at 5.96 µM. actives 0.68% (n = 320,000); in the data active means inhibition above about 43%;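 further: 0% = enzyme with DMSO and 100% = wells lacking enzyme; many of its hits are not listed in these tables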
pPAFAH inh: pPAFAH enzyme inhibitors, primary screen, biochemical, fluorescence polarization, human | Platelet-activating factor acetylhydrolase (Homo sapiens), Q13093 | recombinant pPAFAH, FP-rhodamine probe fluorescence polarization | inhibition, % at 3.39 µM | actives 1.5% (n = 330,000) | AID 463082, 2010;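 active means inhibition above the mean inhibition across the screen plus 3 SD, cut at about 25% in these data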;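 further: inhibitors block binding of the rhodamine activity-based probe so polarization drops; 0% = enzyme with DMSO and 100% = wells lacking pPAFAH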
PAFAH1B2 FP inh: PAFAH1B2 enzyme inhibitors, primary screen, biochemical, fluorescence polarization, human; Platelet-activating factor acetylhydrolase IB subunit alpha2 (Homo sapiens), P68402; recombinant PAFAH1B2, FP-rhodamine activity probe; inhibition, % at 3.39 µM; actives 1.2% (n = 340,000);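 active means inhibition above the mean of all tested compounds plus 3 SD, cut at about 24% in these data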;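 further: 0% = enzyme with DMSO and 100% = wells lacking PAFAH1B2; many of its hits are not listed in these tables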
PAD4 FP inh: human PAD4 inhibitors, primary screen, biochemical, fluorescence polarization, 1536-well format; Protein-arginine deiminase type-4 (Homo sapiens), Q9UM07; recombinant PAD4, RCA probe fluorescence polarization; inhibition, % at 6.36 µM; actives 0.41% (n = 330,000);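 active means percent inhibition above a cutoff equal to the mean of all tested compounds plus 3 SD, cut at about 15% in these data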;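 further: 0% = PAD4 with RCA probe and DMSO and 100% = probe without PAD4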
Target sequence (Q9UM07 whole entry, looked up): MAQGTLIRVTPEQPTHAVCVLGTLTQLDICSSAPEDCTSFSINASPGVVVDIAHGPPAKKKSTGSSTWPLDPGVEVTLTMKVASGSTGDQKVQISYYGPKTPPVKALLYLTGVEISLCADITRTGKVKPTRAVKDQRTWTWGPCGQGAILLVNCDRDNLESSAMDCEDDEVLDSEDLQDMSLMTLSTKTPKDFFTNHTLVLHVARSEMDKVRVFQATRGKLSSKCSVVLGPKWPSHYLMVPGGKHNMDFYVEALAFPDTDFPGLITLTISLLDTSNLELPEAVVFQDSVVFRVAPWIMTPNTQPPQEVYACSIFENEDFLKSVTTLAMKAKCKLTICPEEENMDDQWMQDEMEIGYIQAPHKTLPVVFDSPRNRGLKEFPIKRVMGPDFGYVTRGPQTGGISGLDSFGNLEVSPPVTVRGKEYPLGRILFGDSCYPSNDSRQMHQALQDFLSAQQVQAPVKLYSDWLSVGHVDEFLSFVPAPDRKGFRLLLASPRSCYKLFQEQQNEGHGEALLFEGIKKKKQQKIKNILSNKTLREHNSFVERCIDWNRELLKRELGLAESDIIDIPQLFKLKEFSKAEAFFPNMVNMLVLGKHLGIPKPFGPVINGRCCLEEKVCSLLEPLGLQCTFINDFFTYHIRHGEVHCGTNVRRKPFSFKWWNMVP
PAFAH2 inh: PAFAH2 enzyme inhibitors, primary screen, biochemical, fluorescence polarization, human. AID 492956, 2010. actives 0.99% (n = 340,000). Platelet-activating factor acetylhydrolase 2, cytoplasmic (Homo sapiens), Q99487. recombinant PAFAH2, FP-rhodamine activity probe. inhibition, % at 3.39 µM;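 active means inhibition above the mean over all tested compounds plus 3 SD, cut at about 30% in these data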;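 further: inhibitors block probe labeling of enzyme so polarization drops; 0% = enzyme with DMSO and 100% = wells lacking PAFAH2 protein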
PAFAH1B3 inh: PAFAH1B3 enzyme inhibitors, primary screen, biochemical, fluorescence polarization, human. Platelet-activating factor acetylhydrolase IB subunit alpha1 (Homo sapiens), Q15102. recombinant PAFAH1B3, FP-rhodamine probe. inhibition, % at 3.39 µM. actives 0.28% (n = 340,000). AID 492972, 2010;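 active means inhibition above the screen-wide average of all tested compounds plus 3 SD, cut at about 25% in these data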;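 further: 0% = enzyme with DMSO only and 100% = wells lacking PAFAH1B3 protein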
GSTO1 inh: inhibitors of recombinant GSTO1, primary screen, counter-screen for RBBP9 inhibitor project, biochemical, fluorescence polarization; Glutathione S-transferase omega-1 (Homo sapiens), P78417; activity-based probe fluorescence polarization; inhibition, % at 5.96 µM; actives 1.1% (n = 300,000);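 active means inhibition above the campaign mean inhibition plus 3 SD, cut at about 35% in these data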;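 further: 0% = GSTO1-1 with DMSO and 100% = wells lacking GSTO1-1 enzyme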
* marks the source's active call; other numbers are inactive results; . = no result given.

SMILES	LYPLA2 counter	LYPLA1 inh	PREPL inhibitor	pPAFAH inh	PAFAH1B2 FP inh	PAD4 FP inh	PAFAH2 inh	PAFAH1B3 inh	GSTO1 inh
Cc1ccc(-c2nc(N)n(C(=O)c3cccs3)n2)cc1	-3.7	-3.2	7.1	-4.0	0.7	0.1	2.6	-1.4	6.5
O=C(OCC(=O)N(CCc1ccccc1)Cc1ccccc1)c1ccccc1O	3.5	-3.4	6.8	5.2	7.6	2.1	0.6	-0.8	-0.4
O=C(c1cc2c(s1)CCCC2)N1CCN(S(=O)(=O)c2ccccc2)CC1	4.7	4.0	5.7	9.8	3.4	-0.9	5.2	1.3	-0.7
C#CCOCCOCCOCCNc1nc(N2CCN(C(=O)[C@H](CCCCN)n3cc(CN)nn3)CC2)nc(N2CCN(C(=O)[C@H](CC(N)=O)n3cc(C(N)[C@H](C)CC)nn3)CC2)n1 (some centres not stated)	.	.	18.2	4.4	-0.9	-3.7	7.0	-4.1	.
CCC(CO)NC(=O)c1cc2c(s1)CCC2 (configuration not stated)	1.3	-2.0	-2.2	2.4	-0.8	0.8	-0.7	5.6	-4.6
CC(OC(=O)c1cccs1)C(=O)NC1CC1 (configuration not stated)	0.6	1.3	1.7	-0.7	3.0	1.1	-10.5	9.6	-3.0
COc1ccc(CN(C(=O)c2snc(C(N)=O)c2N)C(C(=O)NC2CCCC2)c2ccc(OC)c(OC)c2)cc1 (configuration not stated)	-1.4	1.2	-0.4	2.0	10.1	0.7	-3.5	1.0	5.4
Nc1c(N(Cc2ccco2)C(=O)c2cccc(F)c2)c(=O)[nH]c(=O)n1Cc1ccccc1	5.5	2.0	14.1	5.9	6.6	-1.7	-4.0	4.0	.
O=C(NCC(O)c1ccc([N+](=O)[O-])cc1)C1CCCCC1 (configuration not stated)	1.8	1.5	6.2	3.8	1.8	-4.5	5.1	4.2	-6.7
C[C@H](CO)N1C[C@H](C)[C@@H](CN(C)C(=O)Nc2ccc3c(c2)OCO3)Oc2c(NC(=O)C3CCCCC3)cccc2C1=O	.	.	24.1	4.0	0.0	2.3	-2.4	-1.5	.
O=C(CN1CCCCC1)Nc1ccccc1Oc1ccccc1	-9.4	-2.7	-8.2	-2.0	0.0	4.6	0.0	3.6	9.3
C=CC[C@@H](Cc1ccc(F)cc1)C(=O)OC[C@H]1CCCN1C(=O)[C@H](CC=C)CC(=O)N(CCO)Cc1ccccc1	.	.	25.9	-1.5	4.4	-5.8	2.2	-5.5	.
Cc1nc(C)n(C(C)CNS(=O)(=O)c2ccc(C)c(C)c2)n1 (configuration not stated)	4.5	1.9	20.8	-0.7	4.5	5.0	2.8	6.5	4.1
COc1cccc(N2[C@@H](CC(=O)O)c3ccc(/C=C/C(=O)O)cc3S2(=O)=O)c1	3.5	1.2	2.5	-1.1	-0.6	-1.6	5.5	5.2	34.0
CCSc1ccc([C@@H]2[C@H]3C(=O)N(C)C(=O)[C@H]3[C@]3(C(=O)OC)CCCCN23)cc1OC	1.7	-1.2	0.1	5.2	3.7	-2.3	-1.6	-8.1	4.2
CNc1ccc(C(=O)OCC(=O)NC(=O)NC2CCCCC2)cc1[N+](=O)[O-]	.	.	-6.8	4.2	6.6	4.2	14.9	9.9	.
CCCCOc1ncnc2c1[nH]c1ccccc12	1.7	-2.2	6.1	2.8	4.6	-3.6	5.2	-1.6	-0.1
CN(CC(=O)Nc1ccc(Cl)cc1)C(=O)c1ccc(-n2cncn2)c([N+](=O)[O-])c1	2.5	5.9	8.9	71.2*	4.1	-0.6	2.7	-6.6	8.9
O=C(NC(Cc1ccc2c(c1)OCO2)C(=O)N1CCCC1C(=O)O)c1ccccc1 (configuration not stated)	-3.6	-2.3	3.1	-5.1	0.1	-0.6	-1.4	-0.1	7.1
CC(C)Cc1cc(C(=O)Nc2cc(C(F)(F)F)ccc2Cl)no1	0.3	-4.0	-1.9	1.3	1.1	-5.3	-4.7	10.9	-0.3
O=C(Nc1ccc(OC(F)(F)F)cc1)C1CC(=O)N(Cc2ccco2)C1 (configuration not stated)	-4.1	-4.7	9.1	5.7	-0.9	-4.1	-2.9	3.0	.
COc1ccc(CCN2CC(C(=O)Nc3nccs3)CC2=O)cc1OC (configuration not stated)	.	.	4.2	0.6	4.7	-3.1	11.4	10.3	.
Cc1ccccc1NC(=S)NCCc1ccccc1	-0.4	0.3	0.5	3.9	4.9	0.2	7.8	10.1	-3.4
COc1ccc(NC(=O)C(c2ccc(OC)cc2)N(C)C(=O)Cc2cccs2)cc1 (configuration not stated)	-8.2	-0.7	5.3	0.2	-0.6	-1.9	3.8	1.8	5.3
O=C(C1CC1)N1CCc2[nH]c3ccccc3c2C1	-0.6	1.1	-5.2	0.2	0.2	0.8	-2.8	-4.2	0.7
COCCn1c(C)cc(C(=O)CSc2n[nH]c(N)n2)c1C	2.3	-2.6	1.4	2.0	-3.1	-1.3	2.1	-4.8	-4.1
Cc1cccc(C)c1NC(=O)CN1CCN(CC(=O)NCC2(N3CCCCC3)CCCCC2)CC1	3.6	0.8	11.0	6.4	0.3	-5.3	2.9	4.7	.
O=S(=O)(c1ccccc1)C1(S(=O)(=O)c2ccccc2)CCCC1	-0.5	-2.8	-1.6	-2.3	-0.1	0.8	-2.5	7.7	0.5
Cc1ccc(NC(=O)N2CCCC2C(=O)NCc2ccccc2Cl)cc1 (configuration not stated)	0.3	-0.5	-8.6	4.0	-2.5	0.1	2.2	7.8	4.0
Cc1ccc2cc(C(c3nnnn3Cc3ccccc3)N3CCN(c4ccccc4)CC3)c(=O)[nH]c2c1 (configuration not stated)	-2.0	0.0	3.3	1.1	4.3	0.6	0.1	12.7	3.2
C/C(=N\OC(=O)c1cccc(C(F)(F)F)c1)c1sc(-c2ccccc2)nc1C	0.9	-2.0	-3.9	-0.5	3.3	-4.6	-8.9	-5.4	3.5
COc1cc(OC)c(OC)cc1/C=C1\CCC(C2CCCC2)C1=O (configuration not stated)	-2.4	-2.0	6.8	17.1	6.1	1.6	2.0	2.7	-6.8
O=C1NN(c2ccccc2)C(=O)/C1=C\c1ccc2c(c1)OCO2	6.5	3.2	2.6	6.2	4.7	-2.1	8.4	3.6	9.5
COc1ccc(C2CC(C(F)(F)F)n3nc(C(=O)NCCN4CCOCC4)cc3N2)cc1 (configuration not stated)	-3.2	-0.7	16.9	4.8	3.9	0.3	2.8	8.8	0.6
O=C(CN1C(=O)c2ccccc2C1=O)Nc1cc(C(=O)O)cc(C(=O)O)c1	8.7	-1.7	-3.6	-2.1	3.3	4.7	1.1	11.5	2.1
COc1ccc(NC(=O)CN2CCC(C(=O)c3ccc(C)cc3)CC2)c(OC)c1	-2.3	-7.9	13.6	12.3	1.7	-3.8	-2.6	2.1	-1.2
COc1cc(/C=C/c2sc3ccccc3[n+]2CCCS(=O)(=O)[O-])ccc1O	-442.9	-289.8	-314.8	-167.8	-250.8	1.7	-383.6	-401.5	-117.0
CCN(CC)S(=O)(=O)c1cccc(NC(=O)c2cc(-c3cccs3)nn2-c2ccccc2)c1	-18.3	-13.0	-6.7	17.6	-8.7	-0.3	-11.4	-4.8	-3.5
CCOC(=O)C1CCN(C(=O)c2ccc(C)c(S(=O)(=O)N3CCCC3)c2)CC1	-4.5	-0.3	3.5	-1.4	4.4	-5.5	-6.2	8.9	0.1
CN(C)CC/C=C1\c2ccccc2Sc2cc(F)c(Cl)cc21	1.2	-0.2	-27.7	4.8	0.0	-1.8	8.0	11.8	-2.4

Part of the list above, reduced to PAFAH1B2 FP inh.
Compound	PAFAH1B2 FP inh
O=C(c1cc2c(s1)CCCC2)N1CCN(S(=O)(=O)c2ccccc2)CC1	3.4
C[C@H](CO)N1C[C@H](C)[C@@H](CN(C)C(=O)Nc2ccc3c(c2)OCO3)Oc2c(NC(=O)C3CCCCC3)cccc2C1=O	0.0

The results go on.
SMILES	LYPLA2 counter	LYPLA1 inh	PREPL inhibitor	pPAFAH inh	PAFAH1B2 FP inh	PAD4 FP inh	PAFAH2 inh	PAFAH1B3 inh	GSTO1 inh
Cc1ccc(-c2nc3cnccn3c2Nc2ccc3c(c2)OCO3)o1	6.6	1.1	-2.9	12.8	0.2	-6.2	8.7	0.6	15.5
Fc1ccccc1-c1n[nH]c(=S)n1Cc1ccccc1	2.0	2.1	-1.9	-1.7	19.1	4.7	-5.3	0.1	2.4
CCC(C)N(C(=O)c1csnn1)C(C(=O)NC(C)(C)C)c1ccccc1 (configuration not stated)	-3.1	2.1	1.6	0.2	1.5	-3.6	2.2	0.0	-2.9
COC(=O)[C@@H]1CCCN1C(=O)CCc1nnc(C2CCCCC2)o1	6.8	2.6	11.3	0.8	4.2	-3.3	8.6	10.2	11.5
COC(=O)[C@@]12CCCN1[C@H](c1ccc(-c3ccc(F)cc3)c(OC)c1)[C@H]1C(=O)N(C)C(=O)[C@H]12	-0.9	-0.2	-5.5	-3.2	-3.7	-3.3	-0.2	4.2	1.5
Cc1cccc(N2CCN(C(=O)c3ccccc3NC(=O)C3=CSCCO3)CC2C)c1 (configuration not stated)	-0.6	1.6	18.2	3.1	1.1	4.3	-1.8	4.7	-3.9
Cc1ccc(/C=C/C(=O)OCC(=O)NC(C)C)o1	-2.1	2.9	3.4	3.6	4.5	-5.0	34.8*	3.6	-1.5
CN(CC(=O)Nc1ccc2c(c1)OCO2)S(=O)(=O)c1ccc(F)cc1	-0.9	0.4	-9.9	1.7	-1.0	-4.6	6.1	1.0	-0.1
O=S(=O)(c1cccc2cccnc12)N1CCCCC1	-5.6	0.0	1.6	3.0	5.1	-4.6	4.7	4.7	-2.1
O=C(CCc1ccccc1)Nc1cc2c3c(c1)CCC(=O)N3CCC2	-2.1	1.4	4.4	8.7	11.0	1.4	2.3	9.9	-2.7
Cc1cc(C)n(-c2nc(NC(C)(C)C)nc(NC(C)(C)C)n2)n1	4.5	-1.3	-11.2	0.7	-2.8	-0.9	2.1	-5.3	8.1
Cc1cc(C(=O)NCC(c2ccco2)N(C)C)no1 (configuration not stated)	-1.8	-2.6	3.6	-5.6	0.7	-1.1	4.7	1.1	-2.7
CSc1ncccc1C(=O)NC1CCCCCCC1	-0.8	1.8	3.5	2.2	11.2	-1.6	-3.9	0.1	-3.6
C/C(CC(=O)NC(C)C)=N\NC(=O)COc1cc(C)c(Br)cc1Br	-9.5	-6.0	6.3	-8.4	0.8	1.1	-2.9	5.3	4.3
O=C(O)c1ccc(-n2c(-c3ccccc3)n[nH]c2=S)cc1	2.5	-3.8	-7.0	-5.0	-5.8	2.7	3.9	-15.2	-2.0
C/C(=N\NC(=S)NCCc1ccccc1)c1ccc(Cl)cc1	-12.3	-5.4	6.5	1.7	2.4	-2.0	-2.8	0.5	0.6

These rows are one share of the data; the hit share may differ from the screen's.
